# Screens (PubChem)
# IEC-6 cytotox – cytotoxicity in IEC-6 intestinal epithelial cells, primary screen, cytotoxicity control for KLF5 inhibitor project, cell-based, luminescence; IEC-6 cytotoxicity, luminescence viability; inhibition, % at 5 µM; 290,000 tested, 0.78% active; in the data active means inhibition above about 22%;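 further: 0% = plate median of test compound wells and 100% = cytotoxic reference compound wells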
# HSP90 refold inh – HSP90 inhibitors, primary screen, cell lysate, luminescence; Rabbit reticulocyte lysate, luciferase refolding luminescence, 3 h; inhibition, % at 5.6 µM; 290,000 tested, 0.91% active;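 active means inhibition above the screen-wide mean plus 3 SD, computed separately per campaign, cut at about 16% in these data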;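 further: 0% = DMSO wells and 100% = 60 µM geldanamycin wells; inhibitors lower the luminescence because luciferase stays unfolded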
# aSyn UTR inh – MLPCN primary screen, SNCA 5' untranslated region. 300,000 tested, 0.82% active. alpha-synuclein 5'UTR reporter, inhibitor activity. inhibition, % (tested at 7.5 µM); in the data active means inhibition above about 60%;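 further: H4 neuroglioblastoma cells stably carrying SNCA 5'UTR luciferase fusion; 0% = DMSO wells and 100% = positive control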
# KLF5 inh – KLF5 expression inhibitors, primary screen, DLD-1 cells, luminescence | DLD-1 KLF5 promoter-luciferase reporter | inhibition, % at 5 µM | 290,000 tested, 0.23% active | AID 1700, 2009;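 active means inhibition above a per-plate limit of that plate's mean compound inhibition plus 3 SD, cut at about 60% in these data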;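 further: 0% = DMSO wells and 100% = LY294002 at 200 µM; higher means less KLF5 promoter-driven luciferase light; inactives centre near -14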
# AI-2 QS modul – Vibrio harveyi AI-2 quorum sensing modulators, primary screen, JMH597 strain, luminescence/OD600 ratio. 300,000 tested, 0.4% active. Vibrio harveyi JMH597 AI-2 luminescence/OD600 ratio, 9 h; active compounds read low; strain lacks LuxN and CqsS sensors; 0 = neutral-control median. activity change, % at 7.5 µM; in the data active means activity change below about -75%, passing the limit was not always enough;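 further: luminescence divided by OD600 gain over 9 h not by final OD600 alone; inactives centre near 13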
# HSF1 activator – HSF-1 activators, primary screen, NIH3T3-HGL cells, MG132 stress, luminescence, single point; NIH3T3-HGL HSF-1 luciferase reporter, 8 h; 100% = twice DMSO control signal; activation, % at 9 µM; 300,000 tested, 1.7% active; AID 504408, 2011;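 active means mean replicate activation of at least 50% with a set share of replicates each reaching 50%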;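 further: 0% = median of the neutral control wells and 100% = twice that signal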
# HIF act – HIF pathway transcriptional activators, primary screen, cell-based, U2OS HRE-luciferase, luminescence; U2OS HRE-luciferase reporter; normalized: DMSO 0%, desferrioxamine 100%; 300,000 tested, 0.32% active; AID 1910, 2009; activation, % at 7.5 µM (by protocol);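 active means mean activation of at least 10% of the iron chelator positive control signal, with at least half of replicates also reaching 10%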
# Platelet DG rel – inhibitors of platelet dense granule secretion, primary screen, cell-based, MLPCN, human platelets; human platelet-rich plasma, SFLLRN dense granule ATP release, luminescence; inhibition, %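 (compounds screened at 7.5 µM in platelet-rich plasma)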; 300,000 tested, 0.22% active; AID 1663, 2009;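 active means mean replicate score, as percent of positive control, at or above 50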
# SKKanGAS inh – S. pyogenes SKKanGAS growth inhibitors in kanamycin, primary screen, streptokinase expression inhibitor project, SKKanGAS strain, BacTiter-Glo luminescence; 6 h; inhibition, % at 7.5 µM; 300,000 tested, 1.3% active;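 active means mean replicate score, as percent of positive control median, at least 50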;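 further: strain carries kanamycin resistance gene driven by streptokinase promoter and grows in 40 µg/ml kanamycin; loss of luminescence reflects streptokinase promoter inhibition or plain growth inhibition; 0% = median of DMSO wells and 100% = positive control at its reference dose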
# HSF1 inh – HSF1 inhibitors in luciferase reporter cells, primary screen, cell-based, NIH3T3, luminescence | NIH3T3-HGL HSE-luciferase, MG132-induced, luminescence 8 h; active compounds read low | activity change, negative = inhibition, % at 7.5 µM (by protocol) | 300,000 tested, 0.77% active | AID 2098, 2009;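 active means more than half of replicate wells show activity change below -50%, luminescence cut by over half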;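 further: luciferase reports HSF-1 transcriptional activity via heat shock element; 0% = median of DMSO wells and -100% = zero luminescence signal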
# An asterisk follows results filed as active; / = no result given. Outcome played no part in choosing rows (roughly 6% active in at least one column).
SMILES,IEC-6 cytotox,HSP90 refold inh,aSyn UTR inh,KLF5 inh,AI-2 QS modul,HSF1 activator,HIF act,Platelet DG rel,SKKanGAS inh,HSF1 inh
Cc1ccc(CNC(=O)[C@@H](NC(=O)Cc2ccccc2)C(C)C)cc1,-10,9,2,-13,1,9,0.8,0,1,-3
O=C(NC1CCCCC1)C(c1cccnc1)N(C(=O)CCl)c1ccccc1Cl (configuration not stated),17,6,-44,-19,14,5,2.8,13,9,1
CCc1cccc(C)c1NC(=O)Nc1c(Br)cnn1C,-1,-1,6,-26,-9,8,1.2,7,1,-7
O=c1ccn(-c2cccc(C(F)(F)F)c2)nc1-c1ccn(-c2ccccc2)n1,-1,-1,22,4,19,6,0.0,-31,-6,-2
COc1c(C)cccc1C(=O)Nc1cc(-c2nn3c(C)nnc3s2)ccc1C,3,-1,11,5,14,-2,0.0,4,4,-1
COc1ccc(C(=O)Nc2nc3ccccc3[nH]2)cc1S(=O)(=O)N1CCOCC1,1,4,0,8,9,17,0.8,2,4,4
CCOc1ccc(C(C(=O)NC(C)(C)C)N(CCOC)C(=O)CCC(=O)Nc2nccs2)cc1 (configuration not stated),-2,-1,-2,3,10,-11,0.5,2,-2,-1
Cc1ccc(S(=O)(=O)NCc2csc(C)n2)cc1,-8,0,-10,-3,9,12,-62,-9,-1,3
CC(C)NC(=O)NC(=O)COC(=O)c1cccc(S(=O)(=O)N2CCCCC2)c1,-1,-6,16,-27,19,24,-0.3,-5,-5,6
c1ccc2c(c1)CSc1sccc1C2=C1CCNCC1,3,3,-9,-6,43,-6,-0.6,5,4,-11
CN(C)CCCCCNCCCNC(=O)/C=N\O,0,0,12,-32,20,-1,-0.1,4,-4,-2
CCCSc1ccc([C@H]2N[C@@](Cc3ccccc3)(C(=O)OC)[C@H]3C(=O)N(CC)C(=O)[C@@H]23)cc1,/,/,29,/,15,0,-0.5,-1,6,-1
COc1cc(CNc2nnnn2C)ccc1OCc1c(F)cccc1Cl,-8,-4,2,-43,7,9,-0.1,-3,-17,-4
COc1cc2oc(-c3ccc(O)cc3)cc(=O)c2c(O)c1OC,/,/,-73,/,-7,11,1.5,-1,-7,11
O=C(Cn1c2ccc(F)cc2c2nc3n(c(=O)c21)CCS3)Nc1ccc(Cl)cc1F,4,2,8,-8,-4,2,-3.5,-11,30,5
O=C(N/N=C/c1sc(=O)n(-c2ccccc2)c1Cl)c1ccccc1,5,2,-84,-148,8,66*,1.9,12,11,35
O=C(CCOc1ccccc1)N1CCN(c2ccc(O)cc2)CC1,0,-6,-14,-19,0,13,1.0,10,-5,2
Cc1ccc(C(=O)N=c2sccn2C)o1,-4,-5,-53,-35,11,26,0.9,3,7,-3
CCCn1nnc(NC(=O)/C=C/c2cc(Br)ccc2OC)n1,0,2,-15,-5,17,2,-0.1,4,-8,-1
O=C(c1ccco1)N1CCN(S(=O)(=O)c2ccc([N+](=O)[O-])cc2)CC1,2,0,-1,-7,22,3,-0.7,3,-4,9
C[C@H](NC(=O)c1nc[nH]c1C(=O)N1CCc2ccccc2C1)C(=O)OC(C)(C)C,/,/,17,/,16,-2,-0.1,1,0,4
C[N+](C)(C)C(Cc1ccccc1)C(=O)[O-] (configuration not stated),/,/,26,/,6,0,-0.2,-5,-1,3
COc1ccc2cc(S(=O)(=O)NCc3cccnc3)ccc2c1,1,2,-14,-41,0,15,-0.2,1,-18,8
COc1cccc(-c2cc(N3C(=O)Nc4ccccc4N3O)n[nH]2)c1,-3,6,3,-27,28,13,-0.4,-4,18,3
CC(C)(C)NC(=O)NC(=O)CSc1cccc(C(F)(F)F)c1,-8,-2,-7,-25,15,-22,0.4,-1,15,-7
COc1ccc(Cc2nnc(SCC(=O)Nc3ccc(C)c(C)c3)o2)cc1OC,-5,-1,-16,-24,5,1,-1.8,3,-5,1
COc1ccccc1NC(=O)OCC#CCOC(=O)Nc1ccccc1OC,-1,-1,-36,-3,19,11,-1.2,4,1,-3
O=C(NCc1ccccc1)c1ccc2ccccc2n1,-5,-3,2,-23,-36,3,-0.1,3,7,-1
CC(CCc1ccccc1)NC(=O)COC(=O)c1cccc2ccccc12 (configuration not stated),5,1,-11,-3,27,-8,0.4,2,-5,-6
CCN1/C(=C2\C(=O)N(C)C(=S)N2C)C=Cc2ccccc21,-1,-1,16,20,3,38,-0.1,12,16,3

# Given tab-delimited: five of the compounds above.
canonical_smiles	IEC-6 cytotox	HSP90 refold inh	aSyn UTR inh	KLF5 inh	AI-2 QS modul	HSF1 activator	HIF act	Platelet DG rel	SKKanGAS inh	HSF1 inh
O=C(Cn1c2ccc(F)cc2c2nc3n(c(=O)c21)CCS3)Nc1ccc(Cl)cc1F	4	2	8	-8	-4	2	-3.5	-11	30	5
O=C(N/N=C/c1sc(=O)n(-c2ccccc2)c1Cl)c1ccccc1	5	2	-84	-148	8	66*	1.9	12	11	35
O=C(CCOc1ccccc1)N1CCN(c2ccc(O)cc2)CC1	0	-6	-14	-19	0	13	1.0	10	-5	2
Cc1ccc(C(=O)N=c2sccn2C)o1	-4	-5	-53	-35	11	26	0.9	3	7	-3
CCCn1nnc(NC(=O)/C=C/c2cc(Br)ccc2OC)n1	0	2	-15	-5	17	2	-0.1	4	-8	-1

# Two records picked at random from those above, as already listed:
SMILES,IEC-6 cytotox,HSP90 refold inh,aSyn UTR inh,KLF5 inh,AI-2 QS modul,HSF1 activator,HIF act,Platelet DG rel,SKKanGAS inh,HSF1 inh
CC(C)(C)NC(=O)NC(=O)CSc1cccc(C(F)(F)F)c1,-8,-2,-7,-25,15,-22,0.4,-1,15,-7
O=C(CCOc1ccccc1)N1CCN(c2ccc(O)cc2)CC1,0,-6,-14,-19,0,13,1.0,10,-5,2

# Next part:
SMILES,IEC-6 cytotox,HSP90 refold inh,aSyn UTR inh,KLF5 inh,AI-2 QS modul,HSF1 activator,HIF act,Platelet DG rel,SKKanGAS inh,HSF1 inh
CCOc1ccc(CCNC(=O)c2[nH]c(C)c(C(C)=O)c2C)cc1OCC,-3,-3,-1,-5,29,-4,0.5,-3,-1,-6
COc1cc2c3c([nH]c2cc1F)C(=O)NCC3,/,/,22,/,29,-16,0.9,0,7,-16
COc1ccc(Cl)cc1NC(=O)CSc1nnc(CN2CCOCC2)n1-c1ccc(Cl)cc1,1,0,30,-15,14,-15,0.4,5,-2,0
COc1ccc(CC(=O)N2CCC3(CC2)NCCc2[nH]cnc23)cc1,-11,-4,13,-13,10,-2,-0.8,18,-7,-5
O=C(O)CC(C(=O)O)N1C(=O)/C(=C/c2ccc(-c3nc4ccccc4s3)o2)SC1=S (configuration not stated),-13,4,-14,-25,5,-1,0.6,-6,5,-3
Cc1ccc(-c2nsc3c(N4CCC(C(N)=O)CC4)ncnc23)cc1,-5,0,-99,-9,27,-28,0.6,6,3,-24
Cn1c(=O)c2c(nc3n2CC(O)CN3c2ccccc2)n(C)c1=O (configuration not stated),/,/,-11,/,16,-7,-0.2,1,4,-9
Cc1ccc(CNS(=O)(=O)c2c(C)[nH]c(C)c2C(=O)N2CCCCC2)cc1,0,-1,-14,-12,11,1,0.1,-14,-3,14
CN1CCN(S(=O)(=O)c2cccc(S(=O)(=O)c3cccc(S(=O)(=O)N4CCN(C)CC4)c3)c2)CC1,-2,0,-7,-48,12,-6,0.2,-4,-11,-4
O=C(NCc1ccc2c(c1)OCO2)C12CN(Cc3ccccc3)CC1C(c1cccc([N+](=O)[O-])c1)=NO2 (configuration not stated),-4,0,-19,-31,28,33,-0.2,-1,11,7
Cc1ccc(NC(=O)CSc2nc3c(c(=O)n(C)c(=O)n3C)n2C)cc1,6,-5,3,-12,8,9,0.3,2,1,1
CNc1nc(Cl)nc(NC(C)(C)C)n1,2,1,46,-12,-9,3,0.3,-50,-10,8
O=C(CN1CCCC1)Nc1sc2c(c1C(=O)Nc1ccccc1)CCCC2,-1,-7,-4,-31,19,4,-0.3,6,4,4
CCCN(CCC)CCNC(=S)Nc1ccc2nc3n(c(=O)c2c1)CCCCC3,-2,0,-6,-10,10,9,-0.1,-6,4,-2
COc1ccc(/C(C)=N/NC(=O)CNC(=O)c2ccco2)c(OC)c1,2,0,0,8,37,3,0.6,-8,8,0
Cc1nc2ccccc2c2oc(C(=O)NCCCN3CCCC(C)C3)cc12 (configuration not stated),2,-8,-14,-11,10,-4,0.4,-9,1,2
Cn1c(=O)c(C#N)c(-c2ccccc2)n2cnnc12,0,2,9,-3,11,10,-0.2,-8,-8,-9
Cc1nc(NC2CCCC2)sc1C(=O)N(C)C,3,-4,-2,-31,9,1,0.1,-3,-4,-6
Cc1cccc(CSc2nnc3c(n2)[nH]c2ccccc23)c1,-5,1,-45,-6,-18,-3,-0.1,12,2,3
COC(=O)CSc1nn(-c2ccc(F)cc2)c(=S)s1,1,1,19,-2,16,3,-0.4,-6,-2,-10
COc1ccc(CNC(=O)c2cc(-c3cc(C)ccc3O)n[nH]2)cc1,-2,-5,-3,-28,-79*,38,0.8,7,5,23
COc1cccc(/C=N/n2c(CO)nc3ccccc32)c1OC,1,-1,18,-10,26,-15,-0.2,3,3,-3
O=C(COC(=O)c1cnccn1)c1ccc([N+](=O)[O-])cc1,-8,38*,-10,-20,18,5,-1.0,6,2,-2
COc1ccc(CC(=O)NCC(=O)N/N=C/c2cc(Br)ccc2OC)cc1,-2,-3,21,-3,41,0,0.4,-5,5,-12
CCN1CCCC(OC(=O)c2cc(-c3ccccc3Cl)nc3ccccc23)C1 (configuration not stated),0,2,2,-22,3,22,-0.1,8,7,-3
COc1ccc(C(=S)N2CCOCC2)cc1OC(=O)c1cc([N+](=O)[O-])c(C)c([N+](=O)[O-])c1,-1,-2,4,-8,13,-13,-0.2,-1,9,-5
Cc1cc([N+](=O)[O-])nn1CC(=O)N1CCc2ccccc2C1,-4,-1,11,-33,19,-4,-0.5,-4,-4,-2
